Screens as filed in PubChem BioAssay.
TEAD-YAP block: TEAD-YAP interaction inhibition; HEK-TIYL cells, TEAD-Gal4/YAP UAS-luciferase luminescence; inhibition, % at 9.12 µM; actives 1.4% (n = 640,000); in the data active means inhibition above about 32%;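 further: 0% = median of test compound wells and 100% = reference inhibitor wells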
MITF inh: human MITF inhibition, primary screen | actives 0.91% (n = 650,000) | AlphaScreen MITF homodimerization, bead proximity signal | O75030 | inhibition, % at 2.6 µM; in the data active means inhibition above about 50%;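 further: 0% = vehicle wells with protein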
Target sequence (O75030 whole entry, looked up): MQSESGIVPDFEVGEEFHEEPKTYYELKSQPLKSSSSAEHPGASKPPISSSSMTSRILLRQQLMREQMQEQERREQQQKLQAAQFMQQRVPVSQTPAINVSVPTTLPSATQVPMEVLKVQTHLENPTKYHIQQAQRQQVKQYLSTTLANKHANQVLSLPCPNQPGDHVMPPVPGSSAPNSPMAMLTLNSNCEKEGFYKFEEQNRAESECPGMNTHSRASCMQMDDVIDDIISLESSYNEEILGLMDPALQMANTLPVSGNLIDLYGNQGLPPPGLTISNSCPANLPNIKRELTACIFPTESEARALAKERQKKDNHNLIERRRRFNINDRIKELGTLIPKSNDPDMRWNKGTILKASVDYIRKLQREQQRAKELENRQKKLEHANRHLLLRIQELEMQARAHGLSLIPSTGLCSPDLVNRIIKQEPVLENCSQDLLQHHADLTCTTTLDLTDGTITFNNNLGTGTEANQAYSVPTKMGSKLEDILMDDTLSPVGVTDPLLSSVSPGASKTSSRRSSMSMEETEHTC
GPR151 ag: activators of human GPR151; AID 1508602; Q8TDV0; actives 1% (n = 650,000); PathHunter beta-arrestin GPR151 cells, luminescence; activation, % at 11.2 µM; in the data active means activation above about 4.9%;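 further: 0% = median of compound wells and 100% = cells with positive control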
Target sequence (Q8TDV0 whole entry, looked up): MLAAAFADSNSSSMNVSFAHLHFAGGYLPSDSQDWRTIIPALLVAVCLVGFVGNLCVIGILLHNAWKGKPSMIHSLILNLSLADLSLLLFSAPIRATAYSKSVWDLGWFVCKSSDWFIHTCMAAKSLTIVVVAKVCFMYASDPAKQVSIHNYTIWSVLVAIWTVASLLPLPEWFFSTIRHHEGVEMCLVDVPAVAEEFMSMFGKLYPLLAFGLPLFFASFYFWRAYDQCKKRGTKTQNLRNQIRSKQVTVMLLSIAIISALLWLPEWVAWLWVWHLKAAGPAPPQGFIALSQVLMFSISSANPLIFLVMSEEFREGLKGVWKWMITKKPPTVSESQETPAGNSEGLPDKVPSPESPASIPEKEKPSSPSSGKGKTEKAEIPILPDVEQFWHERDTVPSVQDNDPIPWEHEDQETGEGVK
FBW7 act: human FBW7 E3 ligase activation, primary screen. Q969H0. AlphaScreen FBW7–phospho-cyclin E peptide binding, activator screen. normalized activity (activation), % at 26.1 µM. actives 0.13% (n = 650,000). AID 1259310; in the data active means normalized activity above about 1.9%;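 further: purified mutant Fbw7 with reduced substrate affinity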
Numbers without * were called inactive; . = no result given. The order is random; 3.4% or so of the library scored in one or more.

no. | Molecule | TEAD-YAP block | MITF inh
1 | CS(=O)(=O)N1CCN(Cc2ccc(Cl)s2)CC1C(=O)N1CCCC1 (centres undefined) | 8.0 | 0.3
2 | CCn1c2ccccc2c2nnc(SCC(=O)Nc3nccs3)nc21 | -1.1 | 16.1
3 | COc1ccc(C2C(C(N)=O)=C(C)Nc3nc(SCc4ccccc4F)nn32)cc1 (centres undefined) | 7.0 | 10.1
4 | CCOc1ccccc1NC(=O)C(=O)NCc1ccc2c(c1)OCO2 | 7.3 | 2.2
5 | O=C(CSCc1ccc(F)cc1)NCc1ccco1 | 8.6 | 12.6
6 | Cc1ccc(S(=O)(=O)/N=C2/C(Cl)=C(Cl)C(=O)c3ccccc32)cc1 | 5.4 | -4.0
7 | CC1CN(c2oc(COc3ccc(Br)cc3)nc2C#N)CC(C)O1 (centres undefined) | -14.7 | -0.7
8 | CCCC/C=C\c1cnc2c(N3CCN(C(=O)c4ccco4)CC3)nccn12 | -6.1 | 18.7
9 | COc1ccc(C2C(C(=O)Nc3ccc4c(c3)OCO4)c3ccccc3C(=O)N2C2CCCCC2)cc1 (centres undefined) | -7.9 | 11.1
10 | COc1ccc(Cl)cc1NC(=O)CSc1nnc(C)c(=O)[nH]1 | 4.9 | -3.5
11 | C/C(=N\NC(=O)Cc1cccs1)c1cccc(Br)c1 | -25.1 | 11.9
12 | CCOc1ccc(-c2nnc(SCC(=O)O)n2Cc2ccccc2)cc1 | -4.0 | 10.8

no. | GPR151 ag | FBW7 act
1 | 2.1 | -0.1
2 | -0.2 | -0.2
3 | -0.3 | 0.1
4 | 2.1 | -0.1
5 | 0.1 | 0.9
6 | -0.1 | -0.6
7 | 0.7 | -0.3
8 | 1.2 | -0.1
9 | 0.0 | 0.1
10 | -0.7 | 0.5
11 | 0.5 | -0.1
12 | 4.1 | 0.5

Reprinted from the results shown for reference:
no. | Molecule | TEAD-YAP block | MITF inh
8 | CCCC/C=C\c1cnc2c(N3CCN(C(=O)c4ccco4)CC3)nccn12 | -6.1 | 18.7
9 | COc1ccc(C2C(C(=O)Nc3ccc4c(c3)OCO4)c3ccccc3C(=O)N2C2CCCCC2)cc1 (centres undefined) | -7.9 | 11.1

no. | GPR151 ag | FBW7 act
8 | 1.2 | -0.1
9 | 0.0 | 0.1

New compounds follow:
no. | Molecule | TEAD-YAP block | MITF inh
13 | Fc1ccc(NC(=S)NCc2ccccn2)c(F)c1 | -14.3 | 10.1
14 | Cc1[nH]c(=O)[nH]c(=O)c1S(=O)(=O)N1CCC(C(N)=O)(N2CCCCC2)CC1 | -7.6 | 3.0
15 | Cc1cccc(C)c1NC(=O)CNc1ccccc1 | 3.1 | 10.3
16 | CC(=O)N(Cc1cccnc1)Cc1cc2ccc(C)c(C)c2nc1Cl | 6.7 | 14.1
17 | c1ccc2c(-c3cn[nH]c3-c3ccncc3)ccnc2c1 | -4.7 | 11.4
18 | CC(C)(C)C1CCc2c(sc3nc(-c4ccccn4)[nH]c(=O)c23)C1 (centres undefined) | 0.7 | 8.1
19 | COc1ccc(NC(C)=O)cc1NC(=O)COc1ccc2ccccc2c1 | -8.7 | 8.2
20 | O=C(c1ccc(F)cc1)N1CCCc2ccccc21 | 0.5 | -5.5
21 | CCOC(=O)c1ccccc1Nc1nc(-c2ccccc2F)nc2ccccc12 | -5.6 | -3.9
22 | CN(CCc1ccccn1)C1CCC(=O)N(Cc2cccc(Cl)c2)CC1 (centres undefined) | 3.9 | -10.2
23 | CCOc1ccc(C(=O)Nc2ccc3oc(-c4ccc(Cl)cc4)nc3c2)cc1 | 10.4 | -8.6
24 | CN1CCN(c2ccccc2NC(=O)c2ccc([N+](=O)[O-])cc2)CC1 | -6.7 | -4.2

no. | GPR151 ag | FBW7 act
13 | 0.2 | 0.3
14 | 3.3 | 0.1
15 | -1.4 | -0.1
16 | -0.5 | 0.3
17 | -0.8 | -0.2
18 | 0.0 | 0.0
19 | -1.6 | 0.2
20 | -0.2 | -0.2
21 | -0.3 | -0.1
22 | 1.4 | 0.3
23 | -0.8 | 0.1
24 | -0.4 | -0.2

Following part
no. | Molecule | TEAD-YAP block | MITF inh
25 | CCOc1ccc(C(C)=O)cc1N1C(=O)C2C3C=CC(C3=C(C)C)C2C1=O (centres undefined) | -3.8 | -4.2
26 | CCCN=C(C)C1C(=O)c2ccccc2C1=O | -7.7 | -6.1
27 | CCOC(=O)N1CCC(n2c(SCC(=O)c3ccc(Cl)cc3)nc3ccsc3c2=O)CC1 | -2.7 | 13.2
28 | O=C(Nc1ccc(S(=O)(=O)c2ccc(NC(=O)c3ccco3)cc2)cc1)c1ccco1 | 2.2 | 18.4
29 | O=C(CN1C(=O)C2(SCC(=O)N2c2cccc(Cl)c2)c2ccccc21)NC1CCCC1 (centres undefined) | 0.7 | 8.3
30 | Cc1ccccc1N1C(=O)CSC1=O | 15.1 | 15.7
31 | S=C(Nc1ccc(Oc2ccccc2)cc1)N(CCCN1CCCC1)Cc1ccco1 | 0.1 | 2.9
32 | N#Cc1ccc(COC(=O)CCC(=O)c2ccc(F)cc2)cc1 | 2.4 | -7.4
33 | C[C@H](NC(N)=O)C(=O)OCC(=O)NC12CC3CC(CC(C3)C1)C2 | -13.8 | -6.4
34 | COc1ccccc1CC(=O)N1CCCC(c2c(S(C)(=O)=O)cnc3ncnn23)C1 (centres undefined) | -4.9 | 9.5
35 | COc1cccc(C(=O)NCc2nnc(SCC(=O)N3N=C(c4cccs4)CC3c3ccc(F)cc3)n2Cc2ccccc2)c1 (centres undefined) | 7.9 | -3.5
36 | Cc1ccc(C(N)=O)cc1S(=O)(=O)Nc1cccc(C)c1C | 5.2 | 10.2

no. | GPR151 ag | FBW7 act
25 | -2.0 | 0.8
26 | 0.3 | -0.2
27 | -0.8 | 0.2
28 | -2.1 | 0.3
29 | 1.1 | 0.2
30 | -0.2 | 0.6
31 | -1.2 | -0.2
32 | -0.6 | -0.3
33 | 0.7 | 0.0
34 | -1.0 | 0.0
35 | 1.1 | -0.1
36 | 0.9 | -0.3

(next part)
no. | Molecule | TEAD-YAP block | MITF inh
37 | C/C(N)=C(/C#N)C(=O)CSc1nnc(-c2cccnc2)n1C1CCCCC1C (centres undefined) | -1.6 | -2.7
38 | Cc1occc1-c1nn(Cc2ccccn2)c(=O)o1 | -4.2 | 0.9
39 | CC(NC(=O)C(c1ccccc1)C1CCCCC1)c1nc(-c2cccnc2)n[nH]1 (centres undefined) | -0.2 | 8.6
40 | Cc1cc(C)c(C(=O)Nc2cccc([N+](=O)[O-])c2)c(C)c1 | -11.8 | -12.7
41 | COc1ccc(-n2cnc3cc(NCc4cccc(OC)c4OC)ccc32)cc1 | 6.7 | 7.5
42 | N#CCC(=O)N/N=C/c1ccc(OC2CSC2)cc1 | 17.4 | -1.3
43 | Cc1cc(C)cc(NC(=O)CN2C(=O)CCSc3ccccc32)c1 | -1.1 | 3.5
44 | COc1ccc(CN2C(=O)CN(C3CCCCCC3)C(=O)C2c2ccc(F)cc2)cc1 (centres undefined) | -7.5 | 0.7
45 | CC(=O)Nc1nonc1-c1nc2ccccc2n1Cc1ccc(Cl)cc1 | 6.5 | 0.5
46 | O=C(CC1Sc2ccccc2NC1=O)NCc1ccccc1Cl (centres undefined) | 4.0 | 0.9
47 | CCn1c(C(=O)O)c(CC(=O)Nc2cc(Cl)c(OC)cc2OC)c2ccccc21 | -2.4 | 11.7
48 | COc1cccc(/C=N/NC(=O)c2ccccc2O)c1O | 76.6* | 42.5

no. | GPR151 ag | FBW7 act
37 | -1.7 | 0.0
38 | -0.7 | 0.0
39 | 0.5 | -0.1
40 | 2.5 | 0.0
41 | 0.4 | -0.1
42 | -0.6 | 0.6
43 | 0.0 | -0.2
44 | 2.9 | 0.1
45 | -0.2 | 0.2
46 | -0.8 | 0.0
47 | -0.5 | 0.0
48 | -1.8 | -1.0

Carrying on.
no. | Molecule | TEAD-YAP block | MITF inh
49 | Cc1nn(CC(=O)NCc2ccc(Cl)cc2)c2ccccc12 | -1.7 | 21.1
50 | CC(=O)NCCNC(=O)c1cnn(-c2ncc3c(n2)-c2ccccc2CCC3)c1C | -3.3 | 8.9
51 | CC(NC=O)c1ccc2c(c1)OCCO2 (centres undefined) | 1.2 | 15.2
52 | N#CC1=C(N)N(c2ccccc2F)C2=C(C(=O)CCC2)C1c1ccc(Cl)cc1 (centres undefined) | 0.6 | 1.4
53 | Cc1ncoc1C(=O)NCC1Cc2cc(-c3cnc4ccccc4c3)cc(F)c2O1 (centres undefined) | -0.3 | 1.6
54 | CCCCOC(=O)CC(CC(=O)OCCCC)(OC(C)=O)C(=O)OCCCC | 3.2 | -1.2
55 | CCN(CC)CCNC(=O)C1CCN(c2nnc(N3CCCC3=O)s2)CC1 | 1.1 | 4.8
56 | CN1CCN(CCC(=O)N/N=C/c2ccc(O)cc2O)CC1 | 1.1 | -77.5
57 | O=C(N=C1N=C2C=CC=CN2Cc2ccccc21)c1cccc(Br)c1 | -43.9 | -9.8
58 | COc1cc(/C=N/N=C(N)N)ccc1OC(=O)c1ccccc1Cl | 1.2 | 1.4
59 | O=C(CCS(=O)(=O)c1ccccc1)NNC(=O)COc1ccc(F)cc1 | 2.8 | 7.4
60 | COc1ccc(/C=C/Oc2ccccc2OC)cc1OC | -28.3 | -14.1

no. | GPR151 ag | FBW7 act
49 | -0.5 | 0.9
50 | 0.0 | 0.0
51 | -0.2 | 0.2
52 | 0.1 | -0.2
53 | -0.1 | 0.0
54 | -0.3 | 0.1
55 | -1.5 | 0.1
56 | 0.4 | -0.2
57 | -8.2 | -0.1
58 | 0.3 | 0.0
59 | 0.4 | 0.1
60 | 0.0 | -0.1

(further entries)
no. | Molecule | TEAD-YAP block | MITF inh
61 | N#CC1=C(N)C(C#N)(C#N)C(c2cccc(Br)c2)C=C1C1CC1 (centres undefined) | 0.4 | -0.9
62 | Cc1ccc(C(=O)N(CCO)C2CCCCC2)cc1 | 4.7 | -2.8
63 | Nc1nc(CC(=O)N/N=C/c2ccncc2)cs1 | 7.1 | -4.2
64 | COc1ccc(-c2nc(CCNC(=O)c3c(F)cccc3F)cs2)cc1 | -8.2 | 9.8
65 | O=C(OCc1csc(-c2ccccc2)n1)c1cncc(Br)c1 | 12.5 | 5.3
66 | CCC1CCCCN1S(=O)(=O)c1ccc(-n2cnnn2)c(C)c1 (centres undefined) | 2.3 | 2.3
67 | Cc1cc(O)c(C)c(O)c1C(=O)O | 0.9 | -5.9
68 | COC(=O)C1=C(C)N(Cc2ccccc2)C(=O)N[C@H]1c1ccccc1 | . | 11.2
69 | CCN(CC)c1ccc(/C=N\Nc2ncc(F)c(N3CCOCC3)n2)cc1 | -34.7 | 16.6
70 | Cc1ccc(-c2nn3c(C)nnc3s2)cc1NC(=O)c1ccccc1Cl | 8.7 | -7.3
71 | O=C(Nc1ncc(Cc2ccc(F)cc2)s1)C1CCCO1 (centres undefined) | -57.5 | -14.3
72 | O=C(CN1CCC(NC(=O)C23CC4CC(CC(C4)C2)C3)CC1)c1ccccc1 | -4.2 | -4.6

no. | GPR151 ag | FBW7 act
61 | 0.5 | -0.2
62 | 1.1 | -0.2
63 | 0.9 | -0.4
64 | -0.8 | 0.3
65 | 1.3 | 0.0
66 | 0.2 | -0.2
67 | -0.6 | -0.1
68 | 0.0 | -0.1
69 | 0.2 | -0.1
70 | -0.5 | -0.2
71 | -1.8 | -0.1
72 | -0.4 | -0.2

7 records drawn at random from those above, as already listed:
no. | Molecule | TEAD-YAP block | MITF inh
54 | CCCCOC(=O)CC(CC(=O)OCCCC)(OC(C)=O)C(=O)OCCCC | 3.2 | -1.2
42 | N#CCC(=O)N/N=C/c1ccc(OC2CSC2)cc1 | 17.4 | -1.3
35 | COc1cccc(C(=O)NCc2nnc(SCC(=O)N3N=C(c4cccs4)CC3c3ccc(F)cc3)n2Cc2ccccc2)c1 (centres undefined) | 7.9 | -3.5
70 | Cc1ccc(-c2nn3c(C)nnc3s2)cc1NC(=O)c1ccccc1Cl | 8.7 | -7.3
9 | COc1ccc(C2C(C(=O)Nc3ccc4c(c3)OCO4)c3ccccc3C(=O)N2C2CCCCC2)cc1 (centres undefined) | -7.9 | 11.1
51 | CC(NC=O)c1ccc2c(c1)OCCO2 (centres undefined) | 1.2 | 15.2
71 | O=C(Nc1ncc(Cc2ccc(F)cc2)s1)C1CCCO1 (centres undefined) | -57.5 | -14.3

no. | GPR151 ag | FBW7 act
54 | -0.3 | 0.1
42 | -0.6 | 0.6
35 | 1.1 | -0.1
70 | -0.5 | -0.2
9 | 0.0 | 0.1
51 | -0.2 | 0.2
71 | -1.8 | -0.1

Remaining list, next part.
no. | Molecule | TEAD-YAP block | MITF inh
73 | COc1ccc2occ(C(=O)c3oc4ccccc4c3N)c2c1 | 32.3* | -2.4
74 | COc1ccc(Nc2nc(-c3ccc(OC)c(OC)c3)cs2)cc1 | -12.8 | 17.7
75 | CC1=C(C(=O)N(C)C)C(c2cccc(OCc3ccccc3)c2)NC(=O)N1 (centres undefined) | -1.0 | 4.6
76 | COc1c(/C=C2/OC(=O)c3c2cc(C)[nH]c3=O)ccc(Cl)c1Cl | -5.7 | -4.9
77 | C=CC[N+]1(CC#CCOC(c2ccccc2)c2ccccc2)CCCCC1 | 21.7 | -2.8
78 | Cc1cc(NC(=O)c2cc3ccccc3o2)sn1 | -64.8 | -14.9
79 | Cc1ccc(S(=O)(=O)N(CC(=O)O)c2cccc(Br)c2)cc1 | -6.4 | -6.9

no. | GPR151 ag | FBW7 act
73 | -5.0 | -0.1
74 | -0.4 | -0.1
75 | 0.8 | 0.1
76 | -0.6 | -0.1
77 | -0.3 | -0.1
78 | -0.5 | 0.1
79 | -0.3 | 0.0
